rTrxR1 inhibitor – rat TrxR1 inhibition. 390,000 compounds, 1% hits. AID 588453. Potency, µM (top dose mostly 114 µM), without a hit: at the highest dose activity change, negative = inhibition, hits mostly inhibitors. recombinant rTrxR1, NADPH fluorescence consumption, selenite substrate; note: potency is the fitted concentration of half-maximal effect; % is set by controls: 0 for no effect and ±100 for the full control effect; nearly all actives have a fitted effect of over 65% in size
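Rat TrxR1 (90 nM in the dispensed reagent) was pre-reduced with 400 uM NADPH for 5 min at room temperature, then incubated with compound for 15 min. After 400 uM selenite was added, NADPH fluorescence (Ex 340/Em 450 nm) was followed for 8 min.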
D2 antagonist – antagonists of human D2 dopamine receptor; P14416; HEK293 TREx D2 cells, calcium flux, dopamine EC80; inhibition, % at 10 µM; 340,000 compounds, 2% hits; in the data active = inhibition above about 30%; note: 0% is about no effect
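Overnight-induced (tetracycline, 30 C) HEK293 T-REx cells carrying force-coupled D2 receive a no-wash calcium dye, then compound, then EC80 dopamine at 180 s; signals are read kinetically throughout.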
IDH1 R132H inh – inhibitors of human mutant IDH1 R132H; IDH1-R132H enzyme, NADPH consumption, diaphorase/resazurin fluorescence; Potency, µM (doses to about 76.6 µM), for the others: at the highest dose activity change, negative = inhibition, usual class: inhibitors; 390,000 compounds, 0.093% hits; AID 602179; note: potency is the fitted concentration of half-maximal effect; % is set by controls: 0 for no effect and ±100 for the full control effect; nearly all actives have a fitted effect of over 65% in size
Target sequence (O75874 whole entry R132H, stated change not applied): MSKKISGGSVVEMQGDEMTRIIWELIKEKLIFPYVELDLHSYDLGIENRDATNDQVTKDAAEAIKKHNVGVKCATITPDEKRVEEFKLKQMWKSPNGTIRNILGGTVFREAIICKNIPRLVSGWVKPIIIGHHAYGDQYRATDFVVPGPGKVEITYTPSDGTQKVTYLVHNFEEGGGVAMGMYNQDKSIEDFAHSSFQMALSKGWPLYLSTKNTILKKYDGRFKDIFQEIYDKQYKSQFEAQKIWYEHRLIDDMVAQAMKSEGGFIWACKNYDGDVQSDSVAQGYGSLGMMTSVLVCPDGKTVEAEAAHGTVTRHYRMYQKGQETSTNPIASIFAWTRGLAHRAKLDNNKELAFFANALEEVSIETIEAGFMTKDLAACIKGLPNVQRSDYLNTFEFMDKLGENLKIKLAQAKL
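IDH1-R132H (0.5 ug/mL) preincubated 30 min with compound, then NADPH (0.016 mM) and alpha-KG (2 mM) added; 80 min at RT, pH 7.5. Remaining NADPH coupled via diaphorase/resazurin to fluorescence (540/590 nm); concentration-response curves normalized to no-enzyme control.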
USP1 inh – inhibitors of human USP1/UAF1 deubiquitinase | AID 743255 | 390,000 compounds, 0.23% hits | recombinant USP1/UAF1, Ub-Rhodamine cleavage fluorescence | Potency, µM (titrated, usually from 57.1 µM), for inactives: at the highest dose activity change, negative = inhibition, actives largely listed as inhibitors | O94782; note: potency is the fitted concentration of half-maximal effect; % is set by controls: 0 for no effect and ±100 for the full control effect; nearly all actives have a fitted effect of over 60% in size; inactives centre near -12
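USP1/UAF1 complex at 1 nM was preincubated with compound for 15 min at room temperature, then Ub-Rho substrate (150nM final) was added. Fluorescence (480/540 nm) was read kinetically, 6 reads every 60 seconds.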
TrxR1 substrate – rat thioredoxin reductase 1 substrate activity; Potency, µM (doses to about 114 µM), for the others: at the top dose activity change, negative = substrate turnover; O89049; purified TrxR1 substrate turnover, NADPH consumption readout; 390,000 compounds, 0.01% hits; note: potency is the fitted concentration of half-maximal effect; % is set by controls: 0 for no effect and ±100 for the full control effect; nearly all actives have a fitted effect of over 50% in size
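Rat TrxR1, dispensed at 90 nM, was prereduced with 400 uM NADPH (final) for 5 min at ~22 deg C, then incubated with compound 15 min before 400 uM selenite. A first-read NADPH fluorescence drop versus no-compound background flagged substrates.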
TRHR ag – TRH receptor (human) agonism. activation, % at 2 µM. TRHR cells, calcium flux fluo-8, FDSS agonist mode. P34981. AID 493084. 360,000 compounds, 0.18% hits; in the data active = activation above about 30%; note: 0% is about no effect
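TRHR-expressing cells, plated overnight in medium with 10% serum, were loaded with fluo-8 calcium dye at room temperature. After a 10 s baseline, library compound was pin-added and calcium release was recorded kinetically (ex 480/em 530) as agonist response.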
PI4K2A inh – blocks human PI4K2A kinase activity. Q9BTU6. purified PI4K2A, ADP-Glo luminescence, 1 h; active compounds read low. activity change, negative = inhibition, % at 76.9 µM. 420,000 compounds, 0.13% hits; in the data active = activity change below about -50%; inconclusive = mostly about -30% to -49%;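 note: -100% = wells without enzyme as full effect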
Target sequence (Q9BTU6 whole entry, looked up): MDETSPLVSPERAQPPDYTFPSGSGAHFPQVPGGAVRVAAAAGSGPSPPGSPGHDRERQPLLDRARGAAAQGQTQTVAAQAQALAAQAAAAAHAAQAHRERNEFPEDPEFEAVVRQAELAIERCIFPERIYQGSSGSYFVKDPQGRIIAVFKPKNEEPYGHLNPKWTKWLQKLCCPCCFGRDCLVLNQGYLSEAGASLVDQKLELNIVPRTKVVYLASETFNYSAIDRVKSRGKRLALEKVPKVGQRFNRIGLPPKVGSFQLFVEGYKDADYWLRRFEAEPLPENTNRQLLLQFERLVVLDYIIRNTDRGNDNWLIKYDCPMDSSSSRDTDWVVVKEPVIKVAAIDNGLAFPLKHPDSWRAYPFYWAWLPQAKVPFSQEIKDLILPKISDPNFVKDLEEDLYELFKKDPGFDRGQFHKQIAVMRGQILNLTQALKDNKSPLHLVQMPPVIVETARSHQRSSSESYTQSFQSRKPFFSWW
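In this quantitative HTS, ADP production by PI4K2A was quantified luminescently after 1 h at ambient temperature; 100 microM adenosine served as plate-quality control.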
D2 agonist – D2 dopamine receptor (human) agonism; P14416; HEK293 T-REx D2 cells, calcium flux agonist mode; activation, % at 2 µM; 340,000 compounds, 0.53% hits;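 active = activation over 3 SD above normal in the single-dose calcium agonist read, cut at about 30% in these data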; note: 0% is about no effect
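In this primary screen, compounds producing a positive calcium signal within 180 s of addition to tetracycline-induced, force-coupled HEK293 Trex D2 cells are flagged; cells are dye-loaded with a no-wash calcium kit beforehand.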
TRHR PAM – TRH receptor (human) allosteric enhancement; enhancement, % at 2 µM; TRHR cells, fluo-8 calcium fluorescence, EC20 TRH enhancement; AID 493056; P34981; 360,000 compounds, 0.66% hits; in the data active = enhancement above about 30%; note: 0% is about no effect
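Enhancer read-out: after compound pinning and an initial kinetic agonist-mode read, an EC20 of TRH (10 nM final) was injected and fluo-8 calcium signal (Ex 480/Em 530) followed at 1 s/cycle for 100 cycles in TRHR-expressing cells.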
* hit, by the source's call; ? = inconclusive; . = not tested or not shown; & = joins results of further samples; [ ] = another dose, or the depositor's remark. Unless noted, calls come from the whole dose curve; as a rule, active = well fitted inhibition curve with a large enough effect; inconclusive = small, poorly fitted or top-dose-only effect; inactive = no such curve, though single readings can be large or run the other way.

compound	IDH1 R132H inh	PI4K2A inh	D2 antagonist	D2 agonist	TRHR ag	USP1 inh	rTrxR1 inhibitor	TRHR PAM	TrxR1 substrate
COc1cc(C(Nc2ccc3c(c2)OCO3)C(=O)NC2CCCCC2)cc(OC)c1OC (configuration not stated)	1%	3	6	-2.4	0.9	-10%	-21%	-6	-8%
CC1(C)CC(=NOC(=O)c2ccccc2)CC(C)(C)N1	-2%	6	17	-1.3	-0.9	-9%	9%[57.1 µM]	-6	6%[57.1 µM]
Nc1nc(Sc2ccc([N+](=O)[O-])cc2[N+](=O)[O-])n[nH]1	-11%	4	-3	-0.3	0.3	-15%	?	-5	-3%
Cc1cc(C)cc(NC(=O)CSc2nnc(-c3ccncc3)o2)c1	11%	0	-13	-0.5	-0.1	-11%	7%[57.1 µM]	3	0%[57.1 µM]
O=C(CN1CCCCC1)Nc1cccc(Oc2ccccc2)c1	3%	0	-9	0.7	-0.8	-10%	9%[57.1 µM]	21	0%
O=C(CCCn1c(=O)c2ccccc2n(Cc2ccc(F)cc2Cl)c1=O)NCCc1ccc(Cl)cc1	8%	-2	.	0.1	-0.4	-9%	17%	-1	17%
Cc1nc(CS(=O)c2ccccc2)cc(N2CCOCC2)n1 (configuration not stated)	-1%	6	-27	0.3	-0.2	-6%	12%[57.1 µM]	6	12%[57.1 µM]
CCC1(c2ccccc2)NC(=O)N(CC(=O)NCC2COc3ccccc3O2)C1=O (configuration not stated)	4%	0	-4	0.3	0.0	-19%	14%	1	1%
O=C(Nc1ccc2nccnc2c1)Nc1ccccc1Cl	-6%	1	.	.	-0.6	-12%	2%	5	-6%
Cc1ccc(-c2cc(C(F)(F)F)c(C#N)c(=O)[nH]2)cc1	5%	-5	9	-1.8	-0.7	-10%	-22%	-3	666%[activator]
Cc1ccc(C(=O)NCC2CCCO2)cc1[N+](=O)[O-] (configuration not stated)	2%	-3	2	1.8	0.4	-16%	-7%	8	-4%
CCN1CCN(C(=S)Nc2cc(S(=O)(=O)N(CC)CC)ccc2C)CC1	-3%	-3	-15	1.7	0.4	-26%	?	-9	-3%
O=C(C1CCCN(S(=O)(=O)c2cccc3nsnc23)C1)N1CCc2ccccc2C1 (configuration not stated)	4%	1	0	0.7	-0.1	-15%	-5%	-5	-6%
COc1cccc(OC)c1C(=O)NNC(=O)c1ccc(F)cc1	3%	1	.	.	0.6	-14%	14%[57.1 µM]	9	8%
COc1ccc(NC(=O)/C=C/c2ccc(S(=O)(=O)N3CCOCC3)cc2)cc1	8%	-10	-5	-0.1	0.2	-3%	11%	10	6%
COc1ccc(CCNC(=O)c2cnn3cccnc23)cc1OC	3%	-1	-17	1.0	0.5	-3%	-6%	16	8%[57.1 µM]
CCn1ncc(/C=N\NC(=O)Cc2ccc([N+](=O)[O-])cc2)c1C	-2%	3	-9	0.0	0.7	-2%	-15%	-1	-15%
Cc1ccc(CNC(=O)c2nnc(Cc3ccc(Cl)cc3)o2)cc1	-6%&-8%	6&2	.	0.3	-0.1&-0.6	-16%&-23%	1%&16%	-1&1	-7%&8%
Cc1cc(NC(=O)c2ccc(C)s2)n(-c2nc3ccccc3[nH]2)n1	-1%	7	-8	0.9	-1.4	-19%	16%	16	15%
CCCCCCn1c(SCCCC)nc2c1c(=O)[nH]c(=O)n2C	6%	-6	-3	0.0	-1.2	-24%	10%	-3	-10%[57.1 µM]

Next part:
compound	IDH1 R132H inh	PI4K2A inh	D2 antagonist	D2 agonist	TRHR ag	USP1 inh	rTrxR1 inhibitor	TRHR PAM	TrxR1 substrate
CCOC(=O)c1sc(NC(=S)NC(=O)c2ccc(OC)cc2)nc1C	2%	0	-6	0.4	0.4	-18%	22%[57.1 µM]	9	-5%
OCc1c(OCc2cccc(F)c2)ccc2ccccc12	10%	1	-9	0.5	0.0	-24%	21%	2	1%
COc1ccc(CC(=O)NCC(c2cccs2)S(=O)(=O)c2ccc(C)cc2)cc1 (configuration not stated)	35%[activator]	-11	.	-0.5	-0.4	?	4%[57.1 µM]	4	4%[57.1 µM]
CCOc1ccccc1NC(=O)CSc1nnc(CNC(=O)c2c(F)cccc2Cl)o1	10%	10	-7	-2.3	-0.4	-13%	17%	-2	3%
O=C(NCC(=O)N(c1cccnc1)C(C(=O)NC1CCCC1)c1ccco1)c1cccs1 (configuration not stated)	1%	2	-14	-0.7	-1.4	-10%	14%[57.1 µM]	-5	2%[57.1 µM]
O=C1CCCCCN1Cc1nnc(SCc2nc3ccccc3s2)n1-c1ccccn1	-9%	1	3	-0.3	0.3	-11%	-6%	-3	3%
CC(C)CCNC(=O)C1c2ccccc2Oc2ccccc21	16%	1	14	0.7	0.6	-15%	28%	-9	6%
O=C(c1cccnc1)N1N=C(C2CC2)CC1(O)C(F)(F)F (configuration not stated)	-19%	4	-4	1.6	-0.3	-7%	-19%	26	-18%
OC12CCCCC1C(c1ccc3c(c1)OCO3)N(Cc1ccccc1F)CC2 (configuration not stated)	0%	4	3	1.8	1.7	3%	19%	-12	7%
CCOC(=O)c1noc2ncnc(Nc3cc(Cl)c(OC)cc3OC)c12	22%	4	.	-0.3	0.4	-19%	1%[57.1 µM]	-3	-7%[57.1 µM]
Cc1noc(C)c1COC(=O)c1cc2ccccc2cc1O	3%	1	16	0.8	0.2	-8%	34%	3	8%
O=C(CN1CCN(c2ccc(F)cc2)CC1)c1cccs1	14%	-6	-7	0.0	0.7	-9%	-2%	-2	10%
Cc1ccc(NCC(=O)N/N=C\c2ccc([N+](=O)[O-])o2)cc1	4%	-1	-21	-0.7	-0.3	-17%	?	6	5%
CCN1CCN(c2nc3c(c(=O)[nH]c(=O)n3C)n2CCSc2nc3ccccc3s2)CC1	13%	1	22	-1.4	-0.5	-17%	10%[57.1 µM]	-1	9%
COc1ccc(S(=O)(=O)N2CCCCC2)cc1C(=O)Nc1cc(C)on1	0%	-1	-1	0.2	-0.1	-22%	19%	0	4%
COc1ccc(OCC(=O)N(Cc2cccc(OC)c2)C2CCS(=O)(=O)C2)cc1 (configuration not stated)	9%	-1	.	0.6	-0.3	-13%	15%	-5	4%
Oc1c(C(c2ccccc2F)N2CCOCC2)sc2nc(-c3ccco3)nn12 (configuration not stated)	9%	18	.	0.7	0.1	-7%	1%[57.1 µM]	0	1%[57.1 µM]
COc1ccccc1NC(=O)NC1CC(=O)N(c2ccc3c(c2)OCCO3)C1 (configuration not stated)	-6%	5	-8	-0.4	-0.6	2%	-18%	-3	-19%
COc1ccc(CNC(=O)c2ccc(N3CCCC3=O)cc2)cc1	2%	2	-12	0.1	0.0	-11%	9%	1	9%[57.1 µM]
CCCCNC(=O)C1CCCN(S(=O)(=O)c2c(C)noc2/C=C/c2cccs2)C1 (configuration not stated)	-13%	1	9	0.5	0.4	-8%	-13%	-25	-11%

One compound at a time, from the list above. Screens in order: IDH1 R132H inh, PI4K2A inh, D2 antagonist, D2 agonist, TRHR ag, USP1 inh, rTrxR1 inhibitor, TRHR PAM, TrxR1 substrate
Oc1c(C(c2ccccc2F)N2CCOCC2)sc2nc(-c3ccco3)nn12 (configuration not stated) as listed: 9%, 18, ., 0.7, 0.1, -7%, 1%[57.1 µM], 0, 1%[57.1 µM]
OCc1c(OCc2cccc(F)c2)ccc2ccccc12 as listed: 10%, 1, -9, 0.5, 0.0, -24%, 21%, 2, 1%
O=C(CN1CCN(c2ccc(F)cc2)CC1)c1cccs1 as listed: 14%, -6, -7, 0.0, 0.7, -9%, -2%, -2, 10%
O=C(c1cccnc1)N1N=C(C2CC2)CC1(O)C(F)(F)F (configuration not stated) as listed: -19%, 4, -4, 1.6, -0.3, -7%, -19%, 26, -18%

Later entries
compound	IDH1 R132H inh	PI4K2A inh	D2 antagonist	D2 agonist	TRHR ag	USP1 inh	rTrxR1 inhibitor	TRHR PAM	TrxR1 substrate
CS(=O)(=O)c1cccc(C(=O)Nc2ccc3c(c2)OCCCO3)c1	-4%	0	-9	3.2	-0.1	-11%	-1%	0	-8%
COc1ccc(NC(=O)CSc2nc(-c3ccc(OC)cc3)[nH]c2-c2ccc(F)cc2)cc1	-18%	1	.	3.4	1.6	-4%	-3%	-6	-4%
COc1ccc(C(=O)Nc2nc(CC(=O)NCCc3ccccc3)cs2)cc1	2%	5	-1	0.3	-1.2	-10%	0%	-7	-7%
COc1ccc(OCC(=O)Nc2ccc(-c3nc4cc(Cl)ccc4o3)cc2)cc1	-15%	-1	.	-1.1	-0.4	-5%	18%	7	10%
O=C(C1=C(O)C(=O)N(c2nccs2)C1c1ccccc1)c1cc2ccccc2o1 (configuration not stated)	6%	-5	2	17	57*	?	?	2	-2%
CC(C)CNC(=O)CN(c1ccccc1)S(=O)(=O)c1ccccc1[N+](=O)[O-]	1%	1	-6	0.2	-1.6	-15%	10%	8	0%
O=C(Nc1cccc(S(=O)(=O)N2CCOCC2)c1)C1=NN(c2ccccc2)C(=O)CC1	2%	-3	12	-0.4	0.1	-23%	24%	3	4%
COc1cc(Cl)c(NC(=O)c2cc3ccccn3n2)c(OC)c1	62%[activator]	0	.	.	-0.4	-14%	27%[57.1 µM]	4	6%[57.1 µM]
COc1ccc(OC)c(NC(=O)CN2CCCN(Cc3ccccc3Cl)S2(=O)=O)c1	8%	0	.	.	-1.2	-5%	18%	-2	5%
O=S(=O)(Nc1ccc(Cc2ccncc2)cc1)c1ccc(Br)cc1	-2%	-7	2	0.5	2.1	-8%	8%[57.1 µM]	4	4%[57.1 µM]
CCn1cc(C(=O)N[C@H](C(=O)NCCN2CCOCC2)C(C)C)c(=O)c2cc3c(cc21)OCO3	-4%	-2	9	0.1	0.2	-8%	-13%	6	-3%
Cc1csc(=NC(=O)c2ccccc2)n1Cc1ccco1	6%	-5	-9	0.9	-0.2	-15%	2%	-2	4%

Compound activity (PubChem BioAssay)
